# SV40 large T antigen = SV40 large T antigen inhibitors, biochemical (AID 1903); inhibition, % at 20 µM; hits with a dose series show IC50 in µM; SV40 large T antigen ATPase/helicase inhibition assay; higher % means a stronger effect; hit rate 0.39% among 310,000; in the data active means a potency from the dose series; further: strong numbers were not always called active
# Rac1 GTP hydrolysis = MgcRacGAP GTPase-activating activity inhibitors, confirmation, biochemical, ADP Hunter fluorescence; MgcRacGAP-stimulated Rac1 GTP hydrolysis, ADP Hunter fluorescence; higher % means a stronger effect; GST-tagged Rac1 F28L mutant substrate; Rac GTPase-activating protein 1 (Homo sapiens); hit rate 0.6% among 340,000; inhibition, % at 30 µM; hits with a dose series show IC50 in µM;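 active means first-screen hits whose inhibition reached a set limit at any dose in the follow-up dose series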;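 further: fluorescence reports GDP produced by GAP-driven GTP hydrolysis; strong numbers were not always called active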
# GPR35 antagonists = GPR35 antagonists blocking zaprinast-driven arrestin recruitment, primary screen, imaging, U2OS, beta-arrestin-GFP, zaprinast agonist (AID 2058); hit rate 0.052% among 290,000; U2OS GPR35 beta-arrestin-GFP translocation imaging, zaprinast antagonism; higher % means a stronger effect; G-protein coupled receptor 35 (Homo sapiens); inhibition, % at 10 µM; hits with a dose series show IC50 in µM;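 active means inhibition of at least 50% with at least 30 cells and total cytoplasm GFP at most 10,000,000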
# NS5 inhibitors = Dengue-2 NS5 methyltransferase inhibitors, primary screen, biochemical, confirmation dose response (AID 588689); hit rate 0.3% among 340,000; Genome polyprotein (Dengue virus type 2 (strain 16681-PDK53)); Dengue-2 NS5 methyltransferase capping enzyme assay, biochemical; higher % means a stronger effect; inhibition, % at 25 µM, or IC50 in µM where a hit was titrated; in the data active means a potency from the dose series
# NTR1 ag = agonists of NTR1, primary screen, imaging, U2OS cells, beta-arrestin-GFP, high content (AID 493036); NTR1-U2OS beta-arrestin-GFP spot imaging, agonist mode; activation, % at 20 µM; hit rate 0.17% among 330,000;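 active means activation at or above 40% of the spot to cytoplasm intensity ratio, with at least 20 cells analyzed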;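 further: 0% = DMSO without peptide and 100% = 100 nM NTR1 peptide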
# Target sequence (P30989 whole entry, looked up): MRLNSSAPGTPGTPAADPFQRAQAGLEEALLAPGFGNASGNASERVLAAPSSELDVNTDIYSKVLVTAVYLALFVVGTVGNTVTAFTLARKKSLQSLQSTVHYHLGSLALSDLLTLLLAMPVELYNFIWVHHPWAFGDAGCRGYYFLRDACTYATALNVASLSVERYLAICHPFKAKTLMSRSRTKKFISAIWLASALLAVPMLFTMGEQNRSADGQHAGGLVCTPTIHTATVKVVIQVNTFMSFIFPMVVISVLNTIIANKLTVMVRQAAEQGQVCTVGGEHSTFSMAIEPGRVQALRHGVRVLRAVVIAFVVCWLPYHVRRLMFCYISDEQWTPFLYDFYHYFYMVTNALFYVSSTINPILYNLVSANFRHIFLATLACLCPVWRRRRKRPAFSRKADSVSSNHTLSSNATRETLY
# Yfh1-depleted yeast = enhancers of respiration in Yfh1-depleted yeast, dose response, Friedreich's ataxia, plus single-dose screen (AID 1465); S. cerevisiae Yfh1-off respiration, WST-1 reduction, 72 h; higher fold induction means a stronger effect; fold induction at 50 µM, or EC50 in µM where a hit was titrated; hit rate 0.074% among 220,000;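 active means fold induction of absorbance versus untreated yeast above a set limit, then at least 30% activation at any dose in follow-up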;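 further: activators that raise dye reduction in frataxin-depleted yeast; strong numbers were not always called active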
# GPR55 LPI antagonism = GPR55 antagonists blocking LPI-driven arrestin recruitment, primary screen, imaging, U2OS, beta-arrestin-GFP, LPI agonist (AID 2013); G-protein coupled receptor 55 (Homo sapiens); U2OS GPR55 beta-arrestin-GFP translocation imaging, LPI antagonism; higher % means a stronger effect; inhibition, % at 10 µM, or IC50 in µM where a hit was titrated; hit rate 0.13% among 290,000;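 active means spots per cell inhibited over 60%, with over 100 cells counted and total cytoplasm intensity under 500,000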;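 further: U2OS cells stably carrying GPR55 and arrestin-GFP stimulated by 5 µM LPI near EC80; imaged beta-arrestin-GFP aggregate spots per cell after agonist stimulation; plate controls were LPI-stimulated DMSO wells for no effect and DMSO wells without LPI for full effect; some results filed as inactive read as strong as hits; confirmed hits need IC50 under 10 µM and bright autofluorescent wells are also inconclusive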
# GPR55 beta-arrestin = GPR55 agonists via beta-arrestin recruitment, primary screen, imaging, U2OS cells, beta-arrestin-GFP redistribution (AID 1961); activation, % at 10 µM, or EC50 in µM where a hit was titrated; G-protein coupled receptor 55 (Homo sapiens); U2OS GPR55 beta-arrestin-GFP redistribution imaging; higher % means a stronger effect; hit rate 0.048% among 290,000;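 active means activation above 40% with more than 50 cells counted in the well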;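 further: U2OS osteosarcoma cells stably expressing GPR55 and beta-arrestin-GFP; plate controls were DMSO negative control for no effect and LPI positive control for full effect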
# AID2073 = inhibitors of Mint1-CaV2.2 protein interaction, biochemical, HTRF (AID 2073); HTRF protein-protein interaction, Mint1-CaV2.2; higher % means a stronger effect; inhibition, % at 20 µM; hits with a dose series show IC50 in µM; hit rate 0.19% among 290,000; in the data active means inhibition mostly above about 51%, no sharp cut-off; further: some results filed as inactive read as strong as hits
# NTR1 ag cell count 20 µM = second read-out of NTR1 ag, no call of its own (marks repeat the call); cell count; measured here: cell count, cytotoxicity flag
# NS5 inhibitors pilot replicate = also measured in NS5 inhibitors; calls as there; inhibition, %; measured here: pilot screen replicate inhibition
# Starred values were filed as active, the others as inactive; i = inactive; nt = not tested or not shown.
SMILES,SV40 large T antigen,Rac1 GTP hydrolysis,GPR35 antagonists,NS5 inhibitors,NTR1 ag,NTR1 ag cell count 20 µM,Yfh1-depleted yeast,GPR55 LPI antagonism,GPR55 beta-arrestin,AID2073,others
Cc1ccc(Cl)c(OCCCCN(C)Cc2ccccc2)c1,-4%,26%,6%,0%,1.5,82,i,33%,-0.1%,-2%,NS5 inhibitors pilot replicate=-2.0
O=C(NCC1CCCO1)C(c1ccncc1)N(Cc1cccs1)C(=O)CN1C(=O)c2ccccc2S1(=O)=O (stereo unspecified),4%,1%,19%,nt,0.0,42,i,5%,0.3%,-16%,
CCc1ccc(/C=N/NC(=O)c2cc(C3CC3)nc3ccc(Br)cc23)s1,8%,1%,10%,0%,1.2,49,i,-11%,-0.1%,27%,
COC(=O)CCCC1=CC2=C(c3ccccc3)C(=O)C(C)(OC(=O)C3CCCC3)C(=O)C2=CN1C1CC1 (stereo unspecified),26%,4%,-12%,11%,-0.1,62,i,12%,1.6%,-4%,
CNS(=O)(=O)c1ccc2nc(NC(=O)/C=C/c3ccco3)sc2c1,15%,14%,2%,-23%,-0.4,35,i,6%,5.0%,55%,
NS(=O)(=O)OCCCCCc1ccccc1,8%,8%,-1%,0%,1.0,93,nt,3%,-0.1%,-2%,
COCCN(C(=O)CNC(=O)c1cccs1)C(C(=O)NC(C)(C)C)c1ccccc1 (stereo unspecified),-3%,8%,2%,-7%,3.8,77,i,7%,-0.1%,6%,
N#CCc1nn(-c2ccc(Cl)cc2)c(N)c1C#N,11%,12%,-5%,-4%,-0.4,29,i,15%,0.1%,5%,
C=CCOc1cccc(C2C(C(=O)c3ccco3)=C(O)C(=O)N2Cc2ccco2)c1 (stereo unspecified),12%,9%,5%,10%,2.8,44,nt,5%,0.0%,20%,
O=C(NC1CCCCC1)N1CCC(c2nc3ccc(Cl)cc3[nH]2)CC1,12%,8%,4%,0%,0.6,61,i,-16%,-0.2%,5%,
CC(=O)N1CCN(C23CC4CC(CC(C4)C2)C3)CC1,7%,8%,-4%,-7%,-0.9,53,nt,-5%,-0.4%,1%,NS5 inhibitors pilot replicate=-4.9
Cc1ccc(S(=O)(=O)NC(=O)NC(C)c2ccc(F)cc2)cc1 (stereo unspecified),8%,5%,-2%,-2%,-1.0,33,nt,3%,-0.1%,11%,

# The final two compounds of the section above open the next one:
SMILES,SV40 large T antigen,Rac1 GTP hydrolysis,GPR35 antagonists,NS5 inhibitors,NTR1 ag,NTR1 ag cell count 20 µM,Yfh1-depleted yeast,GPR55 LPI antagonism,GPR55 beta-arrestin,AID2073,others
CC(=O)N1CCN(C23CC4CC(CC(C4)C2)C3)CC1,7%,8%,-4%,-7%,-0.9,53,nt,-5%,-0.4%,1%,NS5 inhibitors pilot replicate=-4.9
Cc1ccc(S(=O)(=O)NC(=O)NC(C)c2ccc(F)cc2)cc1 (stereo unspecified),8%,5%,-2%,-2%,-1.0,33,nt,3%,-0.1%,11%,
Cc1ccc(CCNC(=O)Cn2cccc2)cc1,12%,5%,-1%,-14%,0.3,86,i,8%,-0.2%,1%,
O=C(O)c1cccnc1Nc1ccc(Cl)cc1,0%,6%,8%,nt,-0.4,27,i,5%,-0.4%,6%,
OCCC1CN(Cc2cccn2-c2ccccn2)CCN1C1CCCC1 (stereo unspecified),3%,10%,-9%,-2%,0.5,57,i,-1%,0.3%,8%,
O=C(CSc1nnc2ccc(-c3ccccn3)nn12)Nc1ccccc1F,20%,4%,nt,-5%,1.4,70,nt,nt,nt,nt,
CCc1ccc(/C=C2\SC(=S)N(CCC(=O)N3CCN(C)CC3)C2=O)cc1,8%,-1%,-20%,-58%,2.2,90,i,3%,0.1%,-2%,
COc1ccc(-c2nc(CN3CCC(C(=O)NC4CC4)CC3)c(C)o2)cc1OC,15%,9%,-4%,-3%,0.8,59,nt,-2%,-0.1%,2%,
O=c1cc(CN2CCN(c3cccc(Cl)c3)CC2)c2cc(O)c(-c3ccccc3)cc2o1,5%,14%,-24%,0%,0.4,40,nt,-1%,0.8%,28%,
CCOC(=O)Cc1csc(NC(=O)CC(C)(C)C)n1,3%,4%,2%,-3%,-0.2,47,i,-7%,-0.2%,13%,
O=c1[nH]c2ccccc2nc1/C=C(\O)C(F)F,11%,6%,10%,-2%,-0.2,55,i,10%,-0.2%,9%,
COc1cccc(NC(=O)C2CCCN2C(=O)OCc2ccccc2)c1 (stereo unspecified),22%,15%,-10%,nt,-0.1,50,i,0%,-0.1%,-7%,
COC(=O)NC1(C(F)(F)F)C(=O)NC(C)=C1C(=O)OC (stereo unspecified),13%,1%,7%,-3%,0.9,58,i,12%,-0.1%,20%,
CCN(CC)C(=O)c1sc(N)c(C#N)c1C,-2%,15%,-14%,-10%,-1.6,39,i,5%,-0.2%,-1%,
O=c1c2c3c(sc2ncn1/N=C/c1ccc(Br)o1)CCCC3,4%,7%,11%,-3%,7.8,53,i,-5%,0.3%,6%,
Cc1c(C)c2ccc(OS(C)(=O)=O)cc2oc1=O,14%,7%,-14%,-6%,-0.3,56,i,4%,0.3%,11%,
COc1ccc(S(=O)(=O)c2ccc(OC)c(OC)c2)cc1OC,-3%,8%,0%,-8%,3.7,57,i,2%,-0.2%,4%,
COc1ccc(Cn2c(CCC(=O)Nc3ccc(CC#N)cc3)nc3cccnc32)cc1,4%,5%,-5%,-2%,-0.6,66,i,30%,0.0%,12%,
Cc1sc(N)nc1-c1c(C)n(C)c2ccccc12,13%,31%,-8%,-6%,-0.4,76,nt,7%,0.0%,-17%,
CS/C(N)=N/S(=O)(=O)c1ccc(NC(C)=O)cc1,-1%,4%,1%,4%,-0.6,91,i,2%,0.0%,8%,
CCCSCCCNC(=O)CC1Oc2ccccc2NC1=O (stereo unspecified),-2%,1%,7%,-5%,6.3,63,i,-5%,0.2%,6%,
O=C1CC(c2ccccc2)c2cc(O)ccc2O1 (stereo unspecified),18%,0%,-2%,-4%,-0.6,52,i,-17%,0.3%,-1%,
CCn1c(=O)c2c3c(sc2n(C)c1=O)CCC3,-4%,10%,12%,-10%,0.0,74,i,8%,0.6%,46%,
O=C(NCc1cccs1)c1ccccc1[N+](=O)[O-],5%,5%,4%,-1%,1.5,50,i,8%,0.1%,0%,
Cn1cc(C=C2C(=O)CC(C)(C)CC2=O)c2ccccc21,22%,23%,-13%,16%,-1.3,71,i,0%,0.5%,6%,
CCCN=C1CC(C)(C)CC(=O)/C1=C(/O)CCCN1C(=O)c2ccccc2C1=O,0%,5%,7%,-1%,-0.1,66,i,2%,0.1%,10%,

# Arranged by molar mass (lowest first): part of the list above.
SMILES,SV40 large T antigen,Rac1 GTP hydrolysis,GPR35 antagonists,NS5 inhibitors,NTR1 ag,NTR1 ag cell count 20 µM,Yfh1-depleted yeast,GPR55 LPI antagonism,GPR55 beta-arrestin,AID2073,others
CCN(CC)C(=O)c1sc(N)c(C#N)c1C,-2%,15%,-14%,-10%,-1.6,39,i,5%,-0.2%,-1%,
O=c1[nH]c2ccccc2nc1/C=C(\O)C(F)F,11%,6%,10%,-2%,-0.2,55,i,10%,-0.2%,9%,
Cc1sc(N)nc1-c1c(C)n(C)c2ccccc12,13%,31%,-8%,-6%,-0.4,76,nt,7%,0.0%,-17%,
O=C(NCc1cccs1)c1ccccc1[N+](=O)[O-],5%,5%,4%,-1%,1.5,50,i,8%,0.1%,0%,
Cn1cc(C=C2C(=O)CC(C)(C)CC2=O)c2ccccc21,22%,23%,-13%,16%,-1.3,71,i,0%,0.5%,6%,
CS/C(N)=N/S(=O)(=O)c1ccc(NC(C)=O)cc1,-1%,4%,1%,4%,-0.6,91,i,2%,0.0%,8%,
COC(=O)NC1(C(F)(F)F)C(=O)NC(C)=C1C(=O)OC (stereo unspecified),13%,1%,7%,-3%,0.9,58,i,12%,-0.1%,20%,
CCCSCCCNC(=O)CC1Oc2ccccc2NC1=O (stereo unspecified),-2%,1%,7%,-5%,6.3,63,i,-5%,0.2%,6%,
COc1ccc(S(=O)(=O)c2ccc(OC)c(OC)c2)cc1OC,-3%,8%,0%,-8%,3.7,57,i,2%,-0.2%,4%,
COc1cccc(NC(=O)C2CCCN2C(=O)OCc2ccccc2)c1 (stereo unspecified),22%,15%,-10%,nt,-0.1,50,i,0%,-0.1%,-7%,
O=c1c2c3c(sc2ncn1/N=C/c1ccc(Br)o1)CCCC3,4%,7%,11%,-3%,7.8,53,i,-5%,0.3%,6%,
CCCN=C1CC(C)(C)CC(=O)/C1=C(/O)CCCN1C(=O)c2ccccc2C1=O,0%,5%,7%,-1%,-0.1,66,i,2%,0.1%,10%,
COc1ccc(Cn2c(CCC(=O)Nc3ccc(CC#N)cc3)nc3cccnc32)cc1,4%,5%,-5%,-2%,-0.6,66,i,30%,0.0%,12%,

# New compounds follow
SMILES,SV40 large T antigen,Rac1 GTP hydrolysis,GPR35 antagonists,NS5 inhibitors,NTR1 ag,NTR1 ag cell count 20 µM,Yfh1-depleted yeast,GPR55 LPI antagonism,GPR55 beta-arrestin,AID2073,others
Cc1ccccc1NC(=O)C(=O)c1cn(C)c2ccccc12,4%,0%,-3%,-9%,0.2,47,i,9%,-0.1%,0%,
Cc1cccc(OCC(O)CN2CCN(C3CCCCC3)CC2)c1 (stereo unspecified),0%,12%,-6%,-8%,0.0,69,i,5%,-0.2%,5%,
COc1ccc(C(=O)Cn2c(C(=O)/C=C/c3ccccc3)nc3ccccc32)cc1,1%,-1%,-3%,-7%,17,88,i,-9%,0.2%,-1%,
Cc1cccc(OCCOC(=O)c2c(-c3ccccc3)noc2C)c1,4%,7%,0%,-4%,1.5,55,nt,-2%,-0.1%,4%,
Cc1cc(-c2n[nH]c(=S)n2/N=C/c2ccccc2[N+](=O)[O-])n[nH]1,25%,107µM*,16%,-2%,-1.4,63,i,7%,0.0%,-23%,
COc1cccc(CN(Cc2ccco2)C(c2ccc(F)cc2)c2nnnn2C(C)(C)C)c1 (stereo unspecified),-1%,17%,-14%,-8%,1.6,37,i,5%,0.7%,-11%,
CC(=O)NCCn1c(SCC(=O)OCc2ccccc2)nc2ccccc2c1=O,8%,6%,3%,-2%,-0.3,72,i,29%,0.3%,-5%,
CC1CC(C)CN(C(=S)Nc2ccc(OC(F)F)cc2)C1 (stereo unspecified),6%,4%,-2%,1%,-0.3,74,i,17%,0.2%,3%,
CCOC(=O)Cn1ncc(-c2ccccc2)c1N,1%,14%,-8%,-4%,3.3,89,i,7%,0.2%,7%,

# High-throughput results as filed in PubChem.

# Rows were taken by chance; 1.7% or so of the library scored in one or more.
